C2C12 statin: suppression of simvastatin myotoxicity | C2C12 myotubes + simvastatin, ATP luminescence, 48 h; scaled: DMSO 0, geranylgeraniol control 100 | rescue of ATP level, % at 7.49 µM | actives 0.78% (n = 330,000);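 active means mean ATP rescue above about 67%, or every replicate alone reaching that limit, limit read from the data, passing the limit was not always enough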;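 further: myotubes were challenged with 10 µM simvastatin during compound exposure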
Cneo AK release: causes C. neoformans cell lysis. adenylate kinase release luminescence, 4 h; normalised: neutral wells 0, clomiphene wells 100. lysis activity, % at 15 µM. actives 0.2% (n = 360,000). AID 651654;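 active means mean lysis activity across replicates of at least 80%, whatever share of replicates individually reach that level; inactive means mean lysis activity below 80%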
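Assay system: log-phase C. neoformans yeast / Quantity: yeast cell density of 5 × 10^6 cells/mL / Medium: fresh YPD growth medium / Compound: single dose / Timing: static 4 h at 37 °C with compound, 1 h detection / Measured by: adenylate kinase release luminescence / Read-out: lysis from increased AK signal / Benchmarks: Clomiphene as positive lysis control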
SIRT5 block: sirtuin-5 (human) deacylase inhibition; Q9NXA8; inhibition, % at 15 µM; actives 1.1% (n = 330,000); Purified SirT5, succinyl-peptide AMC, trypsin-coupled fluorescence; in the data active means inhibition above about 15%
Target sequence (Q9NXA8 whole entry, looked up): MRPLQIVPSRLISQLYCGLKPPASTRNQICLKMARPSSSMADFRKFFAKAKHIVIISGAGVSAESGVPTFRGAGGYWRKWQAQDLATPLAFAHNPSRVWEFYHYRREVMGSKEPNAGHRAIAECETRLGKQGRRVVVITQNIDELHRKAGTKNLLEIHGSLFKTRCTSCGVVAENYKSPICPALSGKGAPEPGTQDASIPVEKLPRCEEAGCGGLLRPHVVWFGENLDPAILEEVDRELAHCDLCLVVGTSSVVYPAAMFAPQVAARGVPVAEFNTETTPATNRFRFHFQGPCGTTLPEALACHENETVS
ERp5 block: ERp5 (human) disulfide isomerase inhibition; actives 0.05% (n = 350,000); ERp5 insulin aggregation, absorbance 650 nm, 90 min; AID 651711; inhibition, % at 9.99 µM; Q15084;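 active means mean replicate inhibition above about 25%, with every replicate also reaching it, limit read from the data, passing the limit was not always enough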
Target sequence (Q15084 whole entry, looked up): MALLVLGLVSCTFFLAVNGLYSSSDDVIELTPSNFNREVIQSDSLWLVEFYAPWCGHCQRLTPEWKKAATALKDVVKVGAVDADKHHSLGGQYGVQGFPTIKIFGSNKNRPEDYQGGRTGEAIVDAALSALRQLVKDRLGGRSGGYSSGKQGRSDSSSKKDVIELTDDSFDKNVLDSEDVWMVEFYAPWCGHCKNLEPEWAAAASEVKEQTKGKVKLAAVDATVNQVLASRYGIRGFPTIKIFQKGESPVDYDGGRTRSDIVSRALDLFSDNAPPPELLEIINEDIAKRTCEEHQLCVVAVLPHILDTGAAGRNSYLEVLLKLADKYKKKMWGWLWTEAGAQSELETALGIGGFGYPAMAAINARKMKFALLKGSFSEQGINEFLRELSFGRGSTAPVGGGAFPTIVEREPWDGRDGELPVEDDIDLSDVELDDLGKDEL
esBAF inh: SWI/SNF esBAF complex inhibition; actives 2% (n = 350,000); reporter increase, % at 12.5 µM; mouse ES cells, Bmi1-luciferase knock-in reporter, 24 h; 100% = twice the neutral-well signal; in the data active means activation above about 40%;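 further: 0% = median of the plate's neutral control wells and 100% = double that signal; a rise in the Bmi1 reporter signal indicates esBAF inhibition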
ARNT-TACC3 inh: ARNT/TACC3 interaction disruption. inhibition, % at 9.99 µM. AID 623870. AlphaScreen His-ARNT PAS-B/GST-TACC3 binding, luminescence; TACC3 fragment carries E629A point mutation. Q9Y6A5. actives 0.66% (n = 390,000);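 active means mean inhibition of replicates at least 50% and at least half of replicates each reaching 50%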;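 further: 0% = complete ARNT plus TACC3 wells and 100% = ARNT alone without TACC3; many hits fall short of the cut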
miR-122 sensor: blocks miR-122 activity in Huh7 sensor cells; activation (reporter increase), % at 12.5 µM; Huh7 miR-122 Renilla luciferase sensor, 48 h; neutral wells = 0, positive control = 100; AID 602342; actives 0.3% (n = 340,000);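 active means mean replicate activation score at least 90 and every replicate individually at or above 90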;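 further: higher luciferase means less miR-122 activity so hits act as miR-122 inhibitors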
Starred values were filed as active, the others as inactive; / = not tested or not shown; & = joins results of further samples; [ ] = dose if it differs, or a comment.

Screens in order – C2C12 statin, Cneo AK release, SIRT5 block, ERp5 block, esBAF inh, ARNT-TACC3 inh, miR-122 sensor
O=C(C[C@@H]1CC[C@H]2[C@@H](COC[C@@H](O)CN2Cc2ccc(Oc3ccccc3)cc2)O1)N1CCCCC1
  59, 1, -1, -1, 14, -4, -12[16.7 µM]
C(/CCc1ccccc1)=N\n1cnnc1
  -2, 0, /, /, 1, -9, -3
CCN(Cc1nc(-c2ccc(OC)c(OC)c2)no1)C(=O)c1ccoc1C
  17, -3, 0, 2, -5, -2, -7
CC/C(C)=N/NC(=S)NCc1ccco1
  -5, -1, /, /, 0, -2, -2
CC(=O)N(C)C[C@H]1Oc2ncc(-c3ccc(F)cc3)cc2C(=O)N([C@@H](C)CO)C[C@@H]1C
  -3, 2, -1, 12, 0, 4, 5[16.7 µM]
COC(=O)[C@@H](NC(=O)N1CCC(C)CC1)C(C)C
  0, /, -1, 1, -5, -1, /
O=C(O)C1C2CCC(C2)C1C(=O)Nc1ccc(Cl)c(Cl)c1 (stereo unspecified)
  /, /, -6, -10, /, -9, /
C[C@H]1CN([C@@H](C)CO)S(=O)(=O)c2ccc(/C=C/c3ccccc3)cc2O[C@H]1CN(C)C(=O)C1CC1
  12, 3, 15*, 1, 6, 12, 14[16.7 µM]
CCCNC(=O)[C@H]1[C@H](CO)[C@H]2Cn3c(ccc(C4=CCCC4)c3=O)[C@H]2N1C(=O)c1cnccn1
  -1, -1, 4, 1, -2, -1, 4[16.7 µM]
O=C(Nc1ccon1)Nc1cccc(Cl)c1Cl
  0, 0, 0, -3, 5, 2, -4
COc1cc(OC)cc(OC(=O)C2CCN(C(=O)c3ccc(Cl)cc3)CC2)c1
  24, 2, -4, 2, -2, -1, -8
COCC(=O)Nc1ccc2c(c1)C(=O)N(C)[C@@H]1CC[C@@H](CC(=O)NCCCN(C)C)O[C@H]1CO2
  -40, -7, -3, -1, 0, 23, -25[16.7 µM]
O=c1c2ccccc2nc(SCc2nc3ccccc3s2)n1Cc1ccco1
  20, 3, /, /, 15, -6, -1
CCN1CCN(c2cc3nc(C)n(Cc4ccccc4)c(=O)c3cc2NC(=O)c2ccccc2F)CC1
  /, /, -1, -5, /, -4, /
O=C(C[C@H]1C[C@H]2c3cc(NC(=O)Nc4ccccc4F)ccc3O[C@H]2[C@H](CO)O1)NC1CCCC1
  7, -1, -3, 18, -6, -19, 1[16.7 µM]

A draw from above in order of molar mass, rising.
Screens in order – C2C12 statin, Cneo AK release, SIRT5 block, ERp5 block, esBAF inh, ARNT-TACC3 inh, miR-122 sensor
C(/CCc1ccccc1)=N\n1cnnc1
  -2, 0, /, /, 1, -9, -3
COC(=O)[C@@H](NC(=O)N1CCC(C)CC1)C(C)C
  0, /, -1, 1, -5, -1, /
O=C(O)C1C2CCC(C2)C1C(=O)Nc1ccc(Cl)c(Cl)c1 (stereo unspecified)
  /, /, -6, -10, /, -9, /
CCN1CCN(c2cc3nc(C)n(Cc4ccccc4)c(=O)c3cc2NC(=O)c2ccccc2F)CC1
  /, /, -1, -5, /, -4, /

More compounds.
Screens in order – C2C12 statin, Cneo AK release, SIRT5 block, ERp5 block, esBAF inh, ARNT-TACC3 inh, miR-122 sensor
NS(=O)(=O)c1ccc(CCNC(=O)c2cc([N+](=O)[O-])ccc2N2CCOCC2)cc1
  0, 3, 0, 4, 7, 0, /
Cc1ccc(O)c(Sc2cc(C)ccc2O)c1
  22, 4, /, /, -4, 6, 1
Cc1nc(-c2ccc(C(=O)O)cc2)cs1
  /, 0, /, /, -2, -2, 2
C[C@@H]1CN([C@@H](C)CO)C(=O)c2cc(NS(=O)(=O)c3ccc(F)cc3)ccc2O[C@@H](C)CCCCO[C@@H]1CN(C)C(=O)Nc1ccccc1
  /, 1, /, /, 5, -8, 14[16.7 µM]
COc1cc(/C=N/NC(=O)c2cccc3ccccc23)cc(OC)c1OC
  6, -1, -2, 1, 9, -8, /
O=C(C[C@H]1CC[C@@H](NC(=O)C2CCC2)[C@H](CO)O1)NC1CCC1
  -1, -13, -4, -9, 4, -9, 22[16.7 µM]
O=C(NC(=S)NCCN1CCOCC1)c1cccc(Cl)c1
  -8, 0, /, /, -7, -2, -2
O=C(NC(=S)Nc1nc(-c2ccccc2)cs1)c1cccs1
  /, 4, -2, -1, /, -1, 7
O=c1oc2cc(O)ccc2c2c1CCCC2
  9, 3, /, /, -2, -2, -1
CC[C@H]1OC(=O)[C@H](C)[C@@H](O[C@H]2C[C@@](C)(OC)[C@@H](O)[C@H](C)O2)[C@H](C)[C@@H](O[C@@H]2O[C@H](C)C[C@H](N(C)C)[C@H]2O)[C@](C)(O)C[C@@H](C)CN(C)[C@H](C)[C@@H](O)[C@]1(C)O
  -9, 1, -1, 4, -6, -4, -10
CCOC(=O)C(=Cc1cc(=O)c(OC)co1)C(=O)OCC
  /, /, -6, 0, /, -2, /
COc1cc2nc(CC(C)C)n(NC(=O)c3ccccc3Br)c(=O)c2cc1OC
  8, 0, -2, 1, 1, 0, 6
Cn1c(SCC(=O)Nc2ccc3[nH]c(=O)[nH]c3c2)nnc1-c1ccccc1
  /, -2, 3, -22, /, -3, 6
COc1cccc2cc(C(=O)Nc3cc(C)cc(C)c3)/c(=N/NS(=O)(=O)c3ccccc3)oc12
  -19, 0, -4, 8, -2, -1, 0
OC[C@H]1N[C@@H](CNCC2CCC2)[C@@H]1c1ccc(C2=CCCC2)cc1
  -3, 0, /, /, -6, -6, 0[16.7 µM]
C/C=C(\C)C(=O)N[C@@H](C)CN1C2=NC[C@H](C(C)C)N2C[C@H]1Cc1ccc(OC)cc1
  -16, 4, -3, 2, 1, -8, /
O=c1cc(N/N=C/c2ccccc2)[nH]c(=O)[nH]1
  -82, 4, 1, 2, -8, 20*, 5
C[C@@H]1CN([C@@H](C)CO)C(=O)c2cc(-c3ccc(C#N)cc3)cnc2O[C@H]1CN(C)Cc1cccnc1
  3, 0, -2, -3, -10, 2, -1[16.7 µM]
O=C(CSc1nc(-c2ccco2)cc(C(F)(F)F)n1)N1CCN(c2cccc(Cl)c2)CC1
  16, /, /, /, 3, 3, -4
CCc1nc2c(OCc3ccc(C(F)(F)F)cc3)cccn2c1N(C)C(=O)CC(C)C
  -10, 1, 1, -4, -4, /, 10
O=C(COc1ccc([N+](=O)[O-])cc1)Nc1ccc(C(=O)NCc2cccnc2)cc1
  -27, 0, /, /, -21, /, 17
Cc1ccc2c(C)c(C(=O)N(Cc3ccncc3)CC3CCCO3)oc2c1C (stereo unspecified)
  -8, -3, 2, 7, -7, -2, /
c1ccc(-c2nc3ccccc3[nH]2)cc1
  4, -6, -1, 3, 72*, -2, 3
COc1ccccc1N1CCN(C(=S)NC(=O)/C=C/c2ccccc2)CC1
  -15, /, -4, 5, 30, 11, /
COc1cc(NC(C)=O)ccc1NC(=O)c1cc2ccccc2o1
  -7, 3, -2, 3, 55*, -4, -6
CCCCN(C(=O)c1ccc2c(c1)OCCO2)c1c(N)n(CCCC)c(=O)[nH]c1=O
  -4, 1, -3, -4, /, -12, -1
CC(OC(=O)c1cc2sccc2n1C)C(=O)NCc1ccco1 (stereo unspecified)
  0, /, 5, 0, -4, 14, -3
COCC(=O)Nc1ccc2c(c1)C(=O)N(C)C[C@@H](OC)[C@H](C)CN(CC1CC1)[C@H](C)CO2
  -5, -1, -5, 8, 4, -8, /
CN(C(=O)CSc1nc2ccccc2c(=O)n1-c1ccccc1Cl)C1CCS(=O)(=O)C1 (stereo unspecified)
  4, -6, 1, 0, 7, -5, /
CC(C)C1C(=O)N(Cc2cn(Cc3ccco3)nn2)CCS(=O)(=O)N1Cc1ccc(-c2ccc(F)cc2)cc1 (stereo unspecified)
  16, 2, 25*, 4, 2, /, -10
Cc1ccc(SCCNC(=O)c2cccc([N+](=O)[O-])c2C)cc1
  -25, 9, /, /, 1, -1, 3
C[C@H](CO)N1C[C@H](C)[C@H](CN(C)S(=O)(=O)c2cccc(F)c2)OCc2ccccc2-c2c(n(C)c3ccccc23)C1=O
  9, 2, 0&13, 0&5, -1, /, 3
Cc1ccc(S(=O)(=O)N2C3C=CC(C3)C2C(=O)O)cc1 (stereo unspecified)
  3, -1, /, 0, -4, -5, -10
O=C(C1=C[C@H](C2CC2)C[C@H](OCCCCO)O1)N1CCN(Cc2ccccc2)CC1
  7, 1, /, -3, 2, -4, 4
CCOC(=O)c1ccccc1NC(=O)CSc1nc(N)cc(=O)[nH]1
  14, -5, -2, -1, 7, -1, 17
C[C@@H]1CN([C@@H](C)CO)C(=O)Cc2cc(NS(=O)(=O)c3ccccc3)ccc2O[C@H]1CN(C)Cc1ccc(C(F)(F)F)cc1
  0, 1, 1, 2, 13, -14, -16[16.7 µM]
CN(Cc1ccccc1)C(=O)C1CCN(S(=O)(=O)c2cccc3nsnc23)CC1
  13, 3, 1, 1, -1, 3, 4
O=c1[nH]n(-c2ccc(Cl)cc2)c2ncccc12
  8, -1, /, /, 4, 0, -7
CCNS(=O)(=O)c1ccc(CCC(=O)Nc2ccc(C(=O)OC)cc2)cc1
  2, 2, -4, -2, 3, -6, 4
COc1ccccc1C(CC(=O)O)c1ccc2c(c1)OCO2 (stereo unspecified)
  0, -4, 1, 2, 8, -4, -2
O=C(/C=C/c1ccc2c(c1)OCO2)NCCSCc1ccc(Cl)cc1
  1, 1, /, /, -4, 1, 0
CCc1ccc(-c2csc(NC(=O)C3CCCO3)c2C(=O)OC(C)C)cc1 (stereo unspecified)
  -16, 1, /, /, -9, 25, 20
COc1ccc(/C=N/NC(=O)C2CCN(c3ncc(C(F)(F)F)cc3Cl)CC2)cc1
  1, 0, /, /, 0, -20, -3
CC(=O)c1cccc(Nc2nc(-c3ccccc3)cs2)c1
  -5, -1, 0, -1, 7, -10, 9
CN(C)c1ccc2c(c1)[C@H]1C[C@H](CC(=O)NC3CCCC3)O[C@H](CO)[C@H]1O2
  -3, 0, 3, -7, 5, 14, -3[16.7 µM]
COc1cc(CNC[C@H]2O[C@@H](n3cnc(C(N)=O)n3)[C@H](O)[C@@H]2O)ccc1OCc1cccc(Cl)c1
  5, -3, -25, -2, 9, /, /
CN(c1ccccc1)S(=O)(=O)c1ccc(C(=O)N2CCc3ccccc3C2)cc1
  7, 2, -5, 4, -3, -6, -10
O=C(c1cc(=O)[nH]c2ccccc12)N1CCN(S(=O)(=O)c2ccc(Cl)cc2)CC1
  -6, 0, -5, -4, -1, -7, /
COc1ccc(CN(C)C[C@@H]2OCCCC[C@@H](C)Oc3ccc(NC(=O)CCC(F)(F)F)cc3C(=O)N([C@H](C)CO)C[C@H]2C)cc1
  /, -2, 6, -1, -2, 4, 3[16.7 µM]
N#Cc1cn(-c2ccccc2)nc1-c1ccco1
  2, -2, /, /, 34, -6, 12
CCC(=O)NCCc1cc2ccc(C)c(C)c2[nH]c1=O
  2, 0, 4, 3, -2, -2, -8
Cc1cc(C)cc(CN2CCC(Oc3ccc(C(=O)N4CCCC4)cc3)CC2)c1
  6, -2, 0, /, -4, 8, -8

Rows were taken by chance. About 4% of those tested had a hit in this group.
